E-sel inducer = E-selectin induction on HUVECs | HUVEC E-selectin immunofluorescence imaging; normalized: neutral wells 0, TNF-alpha wells 100 | P16581 | activation, % at 7.58 µM | 0.37% of 260,000 active | AID 686992;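 active means mean E-selectin-positive cell signal at least 10% of the positive control, reached in at least 60% of replicates, without over 20% cell loss; inconclusive means no rule given, readout overlaps actives, possibly toxicity-flagged; inactive means the rest, including those meeting only one limit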;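 further: in these data hits start at about 27%; measured in HUVEC primary endothelial cells; signal is the percent of cells scored E-selectin positive by PE staining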
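Test system: HUVEC | Signal: Immunofluorescence imaging | Read-out: Percent E-selectin-positive cells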
PglD inh = inhibitors of Campylobacter jejuni PglD acetyltransferase. 0.098% of 360,000 active. purified PglD enzyme, DTNB colorimetric CoA detection. inhibition, % at 12.5 µM. AID 602405; in the data active means inhibition above about 16%, passing the limit was not always enough; inconclusive means no clear call, values can overlap the other calls; further: strong numbers were not always called active
S100A4 MyoIIA = inhibitors of human S100A4 binding to myosin IIA peptide | P26447 | S100A4/TAMRA-MyoIIA peptide fluorescence polarization | inhibition, % at 10.7 µM | 0.14% of 360,000 active | AID 652163;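 active means mean inhibition of at least 70% across replicates, with every replicate also reaching that level; inconclusive means mean inhibition reaches 70% but some replicates fall short; inactive means mean inhibition below 70%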
Target sequence (P26447 whole entry, looked up): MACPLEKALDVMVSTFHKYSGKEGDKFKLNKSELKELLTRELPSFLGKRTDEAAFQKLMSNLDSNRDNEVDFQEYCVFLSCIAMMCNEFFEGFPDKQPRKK
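Material: S100A4 monomer protein | Medium: HEPES pH 7.2 with CaCl2, KCl, NaCl, DTT, Triton | Reagent: Labelled myosin peptide probe, 5 nM | Doses: One dose per compound | Times: 5 min incubation before reading | Benchmarks: Neutral control DMSO, positive control TFP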
SIRT5 inh = blocks human SIRT5 desuccinylation of peptide; Q9NXA8; Purified SirT5, succinyl-peptide AMC, trypsin-coupled fluorescence; inhibition, % at 15 µM; 1.1% of 330,000 active; AID 652115; in the data active means inhibition above about 15%; inconclusive means no clear call, values can overlap the other calls
Target sequence (Q9NXA8 whole entry, looked up): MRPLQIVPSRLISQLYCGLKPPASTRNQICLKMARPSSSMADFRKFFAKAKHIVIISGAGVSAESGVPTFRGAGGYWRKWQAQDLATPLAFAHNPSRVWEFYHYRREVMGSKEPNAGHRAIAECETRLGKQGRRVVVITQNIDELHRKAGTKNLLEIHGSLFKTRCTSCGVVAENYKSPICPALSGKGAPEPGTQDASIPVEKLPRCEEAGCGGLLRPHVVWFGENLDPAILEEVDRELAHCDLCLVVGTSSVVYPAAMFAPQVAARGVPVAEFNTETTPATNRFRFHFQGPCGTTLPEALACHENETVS
DENV2 CPE = DENV2-induced cell death inhibition | DENV2-infected cells, cytopathic effect rescue, plate reader | CPE inhibition, % at 9.99 µM | 1.7% of 350,000 active | AID 651640; in the data active means CPE inhibition above about 20%, passing the limit was not always enough; inconclusive means no clear call, values can overlap the other calls; tested in BHK-21 cells;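 further: 0% = median of neutral control wells and 100% = median of positive control wells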
C2C12 statin = suppression of simvastatin myotoxicity. 0.78% of 330,000 active. C2C12 myotubes + simvastatin, ATP luminescence, 48 h; scaled: DMSO 0, geranylgeraniol control 100. rescue of ATP level, % at 7.49 µM;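 active means mean ATP rescue above about 67%, or every replicate alone reaching that limit, limit read from the data, passing the limit was not always enough; inconclusive means no clear call, values can overlap the other calls; inactive means mean under the limit and some replicate under it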;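 further: myotubes were challenged with 10 µM simvastatin during compound exposure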
ERp5 block = ERp5 (human) disulfide isomerase inhibition; ERp5 insulin aggregation, absorbance 650 nm, 90 min; inhibition, % at 9.99 µM; 0.05% of 350,000 active;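 active means mean replicate inhibition above about 25%, with every replicate also reaching it, limit read from the data, passing the limit was not always enough; inconclusive means only one of those two criteria met; inactive means neither criterion met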
Target sequence (Q15084 whole entry, looked up): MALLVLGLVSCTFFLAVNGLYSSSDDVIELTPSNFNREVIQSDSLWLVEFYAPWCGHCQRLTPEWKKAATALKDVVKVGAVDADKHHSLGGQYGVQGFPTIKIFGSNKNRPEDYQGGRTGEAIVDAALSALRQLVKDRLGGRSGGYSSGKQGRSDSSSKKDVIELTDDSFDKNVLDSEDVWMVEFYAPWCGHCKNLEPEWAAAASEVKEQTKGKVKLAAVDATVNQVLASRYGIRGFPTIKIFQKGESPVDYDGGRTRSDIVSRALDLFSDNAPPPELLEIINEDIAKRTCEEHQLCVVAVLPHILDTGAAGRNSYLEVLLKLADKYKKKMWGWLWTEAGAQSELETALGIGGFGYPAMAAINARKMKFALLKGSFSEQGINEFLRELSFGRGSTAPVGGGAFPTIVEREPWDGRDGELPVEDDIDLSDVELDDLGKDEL
* = called active by the depositor; u = inconclusive; x = no result given; & = joins results of further samples. This is a subset; rates above refer to the full screens.

The first 2 entries (preview)
SMILES	E-sel inducer	PglD inh	S100A4 MyoIIA	SIRT5 inh	DENV2 CPE	C2C12 statin	ERp5 block
Cc1ccc(N2C(=O)CCC2=O)c(C)c1	1.7	x	-1.1	0.9	2.7	x	0.4
C#CC1(NC(=O)NS(=O)(=O)c2ccc(C)cc2)CCCCC1	0.0	3.3	-5.0	-1.1	-4.7	-3.2	4.0

The listing, previewed entries included:
SMILES	E-sel inducer	PglD inh	S100A4 MyoIIA	SIRT5 inh	DENV2 CPE	C2C12 statin	ERp5 block
Cc1ccc(N2C(=O)CCC2=O)c(C)c1	1.7	x	-1.1	0.9	2.7	x	0.4
C#CC1(NC(=O)NS(=O)(=O)c2ccc(C)cc2)CCCCC1	0.0	3.3	-5.0	-1.1	-4.7	-3.2	4.0
COc1ccc(-c2csc(NC(=O)c3ccc(OCC(=O)N4CCOCC4)c(OC)c3)n2)cc1	x	-1.5	-3.0	x	2.6	12.9	-3.8
Cc1cc(SCC(=O)Nc2ccc3[nH]c(=O)[nH]c3c2)nc2ccccc12	0.4	-3.4	-1.0	-4.5	-4.1	-5.6	17.0
COCCCNC(=O)[C@@]1(Cc2ccccc2)N=C(c2ccc(OCCCO)cc2)O[C@H]1c1ccccc1	x	-4.6	-2.0	-1.7	1.3	x	0.6
CC1Cc2ccccc2N1S(=O)(=O)c1cccc(C(=O)NCc2ccccn2)c1 (centres undefined)	-0.4	5.5	-13.0	-0.7	-6.0	-11.5	-7.2
CC(=O)N1[C@H](CO)[C@H](c2ccc(C3=CCCCC3)cc2)[C@@H]1CNC(=O)CC1CC1	0.1	x	1.8	2.2	-10.9	x	17.4
COC(=O)c1ccc(NC(=S)N2CCN(CCO)CC2)cc1	x	6.2	-1.7	x	0.3	-2.5	-2.2
CC1(C(=O)Nc2ccc3c(c2)OCCO3)CSCC(=O)N1CCc1ccccc1F (centres undefined)	4.9	x	-0.9	-6.5	2.9	x	-1.0
C[C@H]1CN([C@@H](C)CO)C(=O)Cc2cc(NC(=O)CCN3CCOCC3)ccc2O[C@H]1CN(C)C	x	-0.2	-3.4	2.4	-0.7	7.2	-3.4
CCOCCOC(=O)c1ccc(-n2cnc(C)n2)nc1	-0.1	x	-3.6	0.8	-4.0	x	-4.1
Clc1cccc(-c2nc3c4ccccc4ccn3c2Cc2ccccc2)c1	0.2	-0.2	-11.3	x	1.7	-6.0	-4.4
O=C(C[C@@H]1CC[C@H]2[C@@H](COC[C@H](O)CN2Cc2cccc(-c3ccncc3)c2)O1)N1CCOCC1	-0.1	2.4	x	x	-0.2	-4.3	x
Cc1noc(C)c1S(=O)(=O)Nc1ccc2c(c1)C(=O)N([C@@H](C)CO)C[C@@H](C)[C@H](CN(C)S(=O)(=O)c1c(C)noc1C)OCCCC[C@H](C)O2	-0.3	0.9	3.2	0.2	0.6	x	-4.1
Cn1c(CNC(=O)CCNC(=O)c2cccc(Br)c2)cc(=O)n(C)c1=O	x	3.1	9.8	-0.6	3.8	9.1	-3.4
CCOC(=O)Cn1c(=O)oc2cc(S(=O)(=O)N(C)Cc3ccco3)ccc21	-0.1	x	1.9	x	-0.8	12.7	1.0
CC(NC(=O)c1cccs1)c1ccccc1 (centres undefined)	x	5.6	0.4	-1.0	1.1	1.7	-1.5
CCc1nc(CNC(=O)C2CCC(=O)N(Cc3cccc(OC)c3)C2)no1 (centres undefined)	x	3.6	9.1	-1.2	-3.6	12.9	-2.1
O=C(Nc1ccc(N2CCOCC2)cc1)C1(c2ccc(Cl)cc2)CCC1	0.7	x	-1.5	-4.5	11.7	x	-1.4
CC(C)CC#Cc1ccc2c(c1)O[C@@H](CN(C)C(=O)Nc1ccccc1)[C@@H](C)CN([C@@H](C)CO)S2(=O)=O	-0.5	-1.5	2.6	3.0	-6.3	31.4	-2.4
CN1C(=O)c2cc(NS(=O)(=O)c3cccc(F)c3)ccc2OC[C@H]2O[C@H](CC(=O)N3CCc4ccccc4C3)CC[C@@H]21	-0.3	3.0	0.0	x	-3.3	7.3	2.3
CC(C)NC(=O)Nc1ccc2c(c1)C(=O)N([C@H](C)CO)C[C@H](C)[C@H](CN(C)C)OCCCC[C@H](C)O2	0.2	-0.1	-9.4	6.3	-0.2	x	-1.3
Cn1c(CNC(=O)CCNC(=O)c2cccc(F)c2)cc(=O)n(C)c1=O	x	1.1	3.2	-2.4	1.2	8.3	2.6
CCC(C)Nc1nc2c(c(=O)n(C)c(=O)n2C)n1Cc1ccc(F)cc1 (centres undefined)	x	3.1	4.8	1.0	-0.1	4.2	0.1
CCOC(=O)Nc1n[nH]c(NC(=O)OCC)c1[N+](=O)[O-]	x	x	-10.4	-1.3	-6.1	x	-3.0
c1ccc(C[C@H]2CN=C(Nc3ccccc3)N2CC2CCCCC2)cc1	0.7	4.3	0.0	0.4	-2.2	-17.7	-0.6
C[C@@H]1CCCCO[C@H](CN(C)C(=O)Cc2ccccc2)[C@H](C)CN([C@@H](C)CO)C(=O)c2cc(NC(=O)Nc3ccc(F)cc3)ccc2O1	x	1.3&1.9	-0.6&13.0	-1.3&3.4	-9.8&6.8	-9.5	4.1&-1.9
COc1ccc(-c2nnn(CC(=O)c3ccccc3)n2)cc1OC	x	-1.3	-3.8	-1.6	-0.3	17.9	0.3
O=C(O)c1cccc(N2C(=O)C3CC=C(Cl)CC3C2=O)c1 (centres undefined)	0.3	0.5	-3.1	x	0.3	-0.2	-0.8
COc1ccc(C(=O)NCCN2CCC(n3c(=O)[nH]c4ccccc43)CC2)cc1F	-0.1	x	5.7	-2.5	-1.5	x	-1.5

5 records picked at random from those above, as already listed:
SMILES	E-sel inducer	PglD inh	S100A4 MyoIIA	SIRT5 inh	DENV2 CPE	C2C12 statin	ERp5 block
C[C@@H]1CCCCO[C@H](CN(C)C(=O)Cc2ccccc2)[C@H](C)CN([C@@H](C)CO)C(=O)c2cc(NC(=O)Nc3ccc(F)cc3)ccc2O1	x	1.3&1.9	-0.6&13.0	-1.3&3.4	-9.8&6.8	-9.5	4.1&-1.9
CN1C(=O)c2cc(NS(=O)(=O)c3cccc(F)c3)ccc2OC[C@H]2O[C@H](CC(=O)N3CCc4ccccc4C3)CC[C@@H]21	-0.3	3.0	0.0	x	-3.3	7.3	2.3
O=C(O)c1cccc(N2C(=O)C3CC=C(Cl)CC3C2=O)c1 (centres undefined)	0.3	0.5	-3.1	x	0.3	-0.2	-0.8
c1ccc(C[C@H]2CN=C(Nc3ccccc3)N2CC2CCCCC2)cc1	0.7	4.3	0.0	0.4	-2.2	-17.7	-0.6
CCc1nc(CNC(=O)C2CCC(=O)N(Cc3cccc(OC)c3)C2)no1 (centres undefined)	x	3.6	9.1	-1.2	-3.6	12.9	-2.1

Going on with the list.
SMILES	E-sel inducer	PglD inh	S100A4 MyoIIA	SIRT5 inh	DENV2 CPE	C2C12 statin	ERp5 block
C[C@@H]1CN([C@H](C)CO)C(=O)Cc2cc(NC(=O)Nc3ccccc3)ccc2O[C@H]1CN(C)Cc1ccc(C(F)(F)F)cc1	-0.1	-1.2	-4.8	0.6	-6.9	45.0	1.1
O=C(NCC(c1ccco1)N1CCCCC1)c1ccc(OCc2ccccc2)cc1 (centres undefined)	x	x	-4.0	-3.8	12.8	x	-2.5
NS(=O)(=O)c1ccc(NC(=O)c2ccc(OCC3CCCO3)cc2)cc1 (centres undefined)	0.4	-4.8	-9.0	-3.5	-0.6	2.9	-1.5
COc1cccc(NC(=O)N(C)C[C@@H]2OCc3ccccc3-c3c(n(C)c4ccccc34)C(=O)N([C@@H](C)CO)C[C@H]2C)c1	-0.5	2.9	-8.5	4.4	4.0	x	1.4
C[C@@H]1CCCCO[C@@H](CN(C)Cc2ccc(C(F)(F)F)cc2)[C@H](C)CN([C@@H](C)CO)C(=O)c2cc(NC(=O)Nc3ccc4c(c3)OCO4)ccc2O1	0.1	1.5	4.8	-1.5	u	x	4.7
O=C(O)Cc1cc(=O)[nH]n(-c2ccccc2)c1=O	-0.5	-4.8	2.4	-5.2	u	1.1	10.0
C[C@H](CO)N1C[C@H](C)[C@@H](CN(C)S(=O)(=O)c2ccc(Cl)cc2)Oc2ccc(NC(=O)Cn3cnnn3)cc2C1=O	-0.1	x	-7.4	2.7	-0.7	-3.5	-1.3
COc1ccc(NC(=O)N(C)C[C@@H]2OCCCC[C@H](C)Oc3ccc(NC(=O)Nc4ccccc4)cc3C(=O)N([C@H](C)CO)C[C@@H]2C)cc1	0.0	-1.3	-17.0	3.3	14.0	x	-4.1
Cc1cccc(S(=O)(=O)N2CCCCN3[C@H](C2)[C@@H](c2ccc(C#C[C@H](C)O)cc2)[C@@H]3CO)c1	-0.7	-7.7	-9.3	0.6	-6.2	-4.2	-2.3
COc1ccc2c(C(=O)c3ccc(Cl)cc3)n(CCCC(N)=O)[n+]([O-])c2c1	1.2	0.0	-4.1	0.3	x	1.0	1.3
CCOC(=O)c1c[nH]c(=S)n1C	x	x	-5.7	-1.4	5.9	x	-4.5
CN(C)CC(=O)N1[C@H](C#N)[C@H](c2ccccc2-c2ccccc2F)[C@H]1CO	-0.1	x	5.6	-2.9	u	x	-3.8
CCOC(=O)CSc1nc2c(cnn2-c2ccc(F)cc2)c(=O)[nH]1	-0.1	-5.0	-17.0	-4.7	-4.0	22.8	19.4
COc1ccc(CNC(=O)C[C@H]2CC[C@@H](NS(=O)(=O)c3cccc(OC)c3)[C@@H](CO)O2)cc1	0.0	5.1	6.3	-6.1	-2.4	2.7	-4.5
O=C(Nc1ccccc1)c1cc([N+](=O)[O-])ccc1Cl	0.4	-0.8	0.6	0.6	10.6	-4.8	3.6
C=CCNC(=S)NN(c1ccccc1)c1ccccc1	3.1	2.8	-4.3	-5.5	-0.8	x	1.0
CC(C)CC#Cc1cnc2c(c1)C(=O)N([C@@H](C)CO)C[C@H](C)[C@H](CN(C)C(=O)c1ccc3c(c1)OCO3)O2	0.0	-3.9	4.0	2.6	-13.3	21.2	5.5
COc1cccc(-c2cc(NC(C)=O)c3ncc(-c4cccc(C(C)=O)c4)n3c2)c1	x	2.5	-1.1	x	1.4	-4.9	3.3
NC(=O)Cn1cc(/C=N\NS(=O)(=O)c2ccccc2)c2ccccc21	x	-5.6	-7.0	0.7	-12.1	-7.2	-4.8
Cc1ccc(C(=O)N2CCNC(=O)C2CC(=O)Nc2ccccc2)cc1 (centres undefined)	-0.7	-2.7	-6.3	0.0	-2.3	20.4	-3.7
Cc1noc(C)c1S(=O)(=O)N(C)C[C@H]1Oc2ccc(NS(=O)(=O)c3cn(C)cn3)cc2C(=O)N([C@H](C)CO)C[C@@H]1C	-0.1	-1.3	-1.7	-2.0	-0.9	8.9	4.9
CCCNC(=O)C[C@H]1CC[C@H]2[C@@H](COc3ccc(NC(=O)Cc4ccccc4)cc3C(=O)N2C)O1	0.0	0.4	9.4	1.9	2.5	5.3	5.4
C[C@H]1CN([C@@H](C)CO)C(=O)c2cccc(NC(=O)Nc3ccc(F)cc3)c2O[C@H]1CN(C)C(=O)Nc1cccc2ccccc12	0.2	-2.2	-5.6	-5.2	3.6	4.6	4.1
COc1ccc(CCC(=O)N2CCN(S(=O)(=O)c3ccc(OC(F)(F)F)cc3)CC2)cc1	-0.3	-0.7	0.1	-3.1	4.0	6.6	-4.9
Cc1cccc(C(=O)OCC(=O)NC23CC4CC(CC(C4)C2)C3)c1O	0.3	0.3	-2.2	x	-1.0	0.9	3.9
CCOC(=O)N1CCN(S(=O)(=O)c2ccc3c4c(cccc24)C(=O)N3)CC1	-0.1	1.1	0.6	-2.2	-1.2	2.0	7.7
C/C=C/c1ccc2c(c1)O[C@@H](CN(C)C(=O)c1cnccn1)[C@@H](C)CN([C@H](C)CO)S2(=O)=O	0.3	x	x	-5.0	x	6.7	-6.5
Cc1cccc(C)c1NC(=O)CN1CCN(C(=O)C2CCC2)CC1	-0.1	-6.3	-3.4	13.1	2.8	4.3	0.2
CCCN1C(=O)/C(=C/c2nc3ccccc3c(=O)[nH]2)c2ccccc21	x	x	0.4	2.1	-2.2	x	-9.9

From PubChem
